PP5 inh = PP5 phosphatase inhibitors, primary screen, biochemical, fluorescence | Serine/threonine-protein phosphatase 5 (Homo sapiens), P53041 | purified PP5c, OMFP substrate fluorescence | inhibition, % at 6.7 µM | hit rate 0.18% among 320,000 | AID 1987, 2009;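 active = inhibition above the campaign's mean inhibition across all tested compounds plus 3 SD, cut at about 9.5% in these data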;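 also: 0% = DMSO only and 100% = 100 µM cantharidin control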
Target sequence (P53041 whole entry, looked up): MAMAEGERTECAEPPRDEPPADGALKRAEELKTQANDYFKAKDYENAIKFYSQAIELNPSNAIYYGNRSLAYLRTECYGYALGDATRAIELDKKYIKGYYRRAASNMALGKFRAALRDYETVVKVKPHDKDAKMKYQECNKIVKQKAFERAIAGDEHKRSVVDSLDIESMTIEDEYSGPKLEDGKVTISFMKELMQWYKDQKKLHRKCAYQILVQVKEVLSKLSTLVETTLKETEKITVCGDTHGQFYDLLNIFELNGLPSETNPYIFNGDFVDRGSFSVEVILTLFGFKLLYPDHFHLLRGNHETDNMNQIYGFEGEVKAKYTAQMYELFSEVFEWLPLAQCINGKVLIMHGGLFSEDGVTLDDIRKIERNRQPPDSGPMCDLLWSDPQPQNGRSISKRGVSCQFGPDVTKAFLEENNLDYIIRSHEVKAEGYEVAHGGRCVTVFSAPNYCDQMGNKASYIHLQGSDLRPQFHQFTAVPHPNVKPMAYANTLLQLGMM
core dimer inh = inhibitors of HCV core protein dimerization, primary screen, biochemical, TR-FRET, high-throughput; TR-FRET GST/Flag-core106 dimerization, 1536-well; inhibition, % at 5 µM; hit rate 0.33% among 300,000; AID 1899, 2009;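 active = inhibition above the mean of all tested compounds plus 3 SD, set per screening campaign, cut at about 45% in these data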
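test system = GST/Flag-tagged HCV core106 proteins | probe or stimulus = Eu donor and XL665 acceptor anti-tag antibodies | times = compound-protein-antibody incubation 4 h at 22.5 °C | signal = TR-FRET, excitation 340 nm, emission 617 and 671 nm | measure = percent inhibition of core106 dimerization signal | controls = wells lacking GST-core106 and wells with excess unlabelled core106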
procasp7 counter = procaspase-7 activators, primary screen, counter-screen for procaspase-3 activator project, biochemical, absorbance, HTS, human. Caspase-7 (Homo sapiens), P55210. recombinant procaspase-7, Ac-DEVD-pNA absorbance 405 nm; D23A/D198A/D206A triple mutant, cannot self-cleave; scale: DMSO 0, 5 µM enzyme 100. activation, % at 8.5 µM. hit rate 0.093% among 330,000. AID 463210, 2010;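 active = percent activation above the screen-wide mean plus 3 SD, cut at about 25% in these data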
Target sequence (P55210 whole entry D23A/D198A/D206A): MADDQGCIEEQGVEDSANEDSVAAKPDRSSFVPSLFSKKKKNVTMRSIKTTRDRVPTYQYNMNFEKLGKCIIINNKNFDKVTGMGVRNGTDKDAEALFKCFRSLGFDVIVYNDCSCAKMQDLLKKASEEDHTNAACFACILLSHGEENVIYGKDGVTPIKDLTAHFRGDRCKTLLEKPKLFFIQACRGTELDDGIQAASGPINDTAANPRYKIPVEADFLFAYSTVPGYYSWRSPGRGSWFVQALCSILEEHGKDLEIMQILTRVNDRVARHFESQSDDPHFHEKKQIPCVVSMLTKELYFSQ
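Detection: p-Nitroaniline absorbance at 405 nm, read at 0 and 120 min; system: Uncleavable procaspase-7 mutant enzyme; evaluation: % activation from two-timepoint absorbance difference, scaled to controls; times: 1 h enzyme–compound preincubation and 2 h substrate reaction, both 25 °C; buffer or medium: Zinc-free HEPES pH 7.4 with 300 mM NaCl, 0.01% Triton X-100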
TPT1 inh = Candida albicans TPT1 enzyme inhibitors, primary screen, biochemical, fluorescence polarization | recombinant caTPT1, FP RNA substrate dephosphorylation | inhibition, % at 5 µM | hit rate 0.81% among 300,000;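 active = inhibition above the mean of all tested compounds plus 3 SD, set per screening campaign, cut at about 24% in these data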;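 also: plate controls were DMSO alone for no effect and ferristatin control at 100 nM for full effect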
Fh CTSL1 inh = Fasciola hepatica cathepsin L1 inhibitors, primary screen, counter-screen for PFM18AAP inhibitor project, biochemical, QFRET, fluorogenic peptide substrate; hit rate 0.49% among 300,000; recombinant F. hepatica cathepsin L1, Z-Leu-Arg-MCA fluorescence; inhibition, % at 5.96 µM;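 active = inhibition above the mean of all tested compounds plus 3 SD, set per screening campaign, cut at about 17% in these data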;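 also: 0% = plate median of test compound wells and 100% = 1 µM Z-Phe-Ala-diazomethylketone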
PP1 counter = PP1-alpha phosphatase inhibitors, primary screen, counter-screen for PP5 inhibitor project, biochemical, fluorescence, OMFP substrate, single point. Serine/threonine-protein phosphatase PP1-alpha catalytic subunit (Homo sapiens), P62136. purified PP1alpha. inhibition, % at 6.7 µM. hit rate 0.9% among 320,000. AID 2235, 2010;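 active = inhibition above the mean inhibition of all tested compounds plus 3 SD, computed separately for each screening campaign, cut at about 15% in these data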
Efflux pump inh = inhibitors of Candida efflux pumps in yeast, primary screen, S. cerevisiae, Nile Red, multiplex | inhibition, % at 10 µM | S. cerevisiae Candida pump triplex | hit rate 0.44% among 330,000;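 active = plate passing quality check with inhibition over a set limit, or well fluorescence over plate mean plus 4 SD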;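 also: Nile Red retained in pooled yeast measured as flow cytometry median fluorescence; 0% = buffer negative control and 100% = Enniatin B positive control; higher means more Nile Red kept so more efflux inhibition; some compounds called inactive have numbers as strong as hits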
GASC-1 inh = inhibitors of GASC-1 histone demethylase, primary screen, biochemical, fluorescence, DELFIA europium | GST-JMJD2C(1-420) H3K9me3 demethylation | hit rate 0.069% among 330,000 | AID 2099, 2009 | Lysine-specific demethylase 4C (Homo sapiens), Q9H3R0 | inhibition, % at 2.35 µM;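 active = more than half of a compound's replicate wells show inhibition beyond 50%, single wells judged on their own value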;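 also: signal counts dimethyl H3K9 product captured on neutravidin plate; 0% = median of DMSO wells and 100% = 0.3 times that DMSO median; strong numbers were not always called active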
procasp3 activ = activators of human procaspase-3 D3A mutant, primary screen, biochemical, absorbance, PC-3 D3A mutant, single concentration; Caspase-3 (Homo sapiens), P42574; hit rate 0.11% among 330,000; activation, % at 8.5 µM; recombinant procaspase-3 D3A, Ac-DEVD-pNA absorbance 405 nm; AID 463141, 2010;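 active = activation above the mean of all tested compounds plus 3 SD, cut at about 21% in these data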;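 also: 0% = DMSO alone and 100% = DMSO wells spiked with extra 5 µM PC-3 D3A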
Target sequence (P42574 whole entry D9A/D28A/D175A): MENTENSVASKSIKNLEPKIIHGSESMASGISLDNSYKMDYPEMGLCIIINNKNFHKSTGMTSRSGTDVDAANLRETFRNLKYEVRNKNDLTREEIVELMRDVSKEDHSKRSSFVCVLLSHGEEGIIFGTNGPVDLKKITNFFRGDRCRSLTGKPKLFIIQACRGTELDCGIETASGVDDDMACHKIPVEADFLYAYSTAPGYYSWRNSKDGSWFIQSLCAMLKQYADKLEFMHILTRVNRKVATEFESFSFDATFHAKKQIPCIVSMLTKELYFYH
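Assay system: Procaspase-3 D3A mutant, all three cleavage aspartates alanine. Buffer or medium: Zinc-free HEPES saline buffer with Triton X-100. Times: 1 h compound preincubation, 2 h substrate hydrolysis at 25 °C. Measured by: 405 nm absorbance of p-nitroaniline, reads at 0 and 120 min. Read-out basis: percent activation relative to control range. Replicates: singlicate.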
Starred values were filed as active, the others as inactive; i = inactive; . = no result given.

SMILES	PP5 inh	core dimer inh	procasp7 counter	TPT1 inh	Fh CTSL1 inh	PP1 counter	Efflux pump inh	GASC-1 inh	procasp3 activ
CC(=O)Nc1ccc(-c2csc(-c3cccnc3)n2)cc1	3.2	0	10	-1	2	2	-0.1	-2	10
CC12CCC(C(=O)NCc3ccccc3Cl)(OC1=O)C2(C)C (stereo unspecified)	0.1	-1	7	-2	-6	1	0.0	43	-3
COc1ccc2nc(COC(=O)c3cccs3)c(C(C)=O)[n+]([O-])c2c1	-0.1	-4	-16	-2	10	6	-0.2	2	-9
COc1ccc(C2=C(C=C(C#N)C#N)C(c3ccccc3C)c3ccccc3O2)cc1OC (stereo unspecified)	2.6	18	-12	-1	5	-1	0.0	-1	-1
O=c1c2ccccc2nc2ccc(N3CCOCC3)nn12	1.2	-1	-3	-2	1	-1	-0.4	5	-5
Cn1nc(C(C)(C)C)c(NC(=O)c2ccc(F)cc2)c1C(C)(C)C	2.6	-3	-7	0	-1	-2	0.1	-23	8
CCC(C)NC(=O)C1c2ccccc2C(=O)N1Cc1ccccc1OC (stereo unspecified)	2.6	2	1	3	3	-2	0.0	9	5
Cn1c(=O)c2c(nc(Br)n2CCSc2nnnn2-c2ccccc2)n(C)c1=O	1.1	-2	5	3	0	-4	0.0	4	5
COc1ccc(-n2c(=O)c3ccccc3n(Cc3ccccc3F)c2=O)cc1OC	1.2	1	5	0	5	3	-0.1	-8	-5
COC(=O)COc1cc(Br)c(/C=C2/SC(=O)N(CC(=O)N3CCCC3)C2=O)cc1OC	4.5	-7	0	0	4	-2	0.2	52	5
O=C(NCc1ccco1)c1cccnc1Cl	0.9	-3	-3	2	-2	-1	-0.3	0	12
Cc1ccccc1OCC(=O)Nc1nnc(C2CCCCC2)s1	-2.8	6	8	1	2	-6	0.0	5	-6
O=C(COc1ccc(-n2cnnn2)cc1)Nc1ccc(F)c(F)c1	.	.	8	.	.	.	-0.1	11	11
C=CCCC(=O)Nc1ccc(COC(=O)N2CCOCC2)cc1	3.0	-5	-7	0	2	-6	0.1	0	11
O=C(CN1C(=O)S/C(=C/c2ccc(N3CCOCC3)cc2)C1=O)N1CCOCC1	3.1	-17	-20	40*	3	-1	0.3	10	-3
Cc1cc(C)c(S(=O)(=O)N2CCCC(C(=O)NC3CC3)C2)c(C)c1 (stereo unspecified)	2.1	-12	2	-2	0	-6	0.0	0	-4
O=C(NC1(C(F)(F)F)C(=O)Nc2c1c(=O)[nH]c(=O)n2Cc1ccccc1)c1ccco1 (stereo unspecified)	0.5	1	3	-2	-2	-3	0.0	-3	7
c1ccc(CSc2nnc(-c3cccs3)o2)cc1	3.1	-8	11	2	-7	-2	0.0	5	2
CCCC(=O)NC(c1ccccc1Cl)c1c(O)ccc2ccccc12 (stereo unspecified)	4.8	3	1	1	1	3	-0.1	-5	0
COc1cccc(/C=N/Nc2nc3ccccc3n3cnnc23)c1O	0.7	-7	-10	3	7	-1	0.4	5	13
CCOC(=O)Cn1c(=O)n(Cc2ccc(C)cc2)c(=O)c2cccnc21	2.2	1	4	6	0	4	0.3	9	1
Cc1c(N=Cc2nc3ccccc3[nH]2)c(=O)n(-c2ccccc2)n1C	0.5	0	-3	1	2	1	0.0	-6	1
COc1ccc(CNC(=S)N/N=C/c2ccc(O)c(OC)c2)cc1	2.0	5	1	-3	0	-6	0.0	-19	0
O=C(NC1CCCC1)c1noc2c1CCCCC2	-1.0	-4	5	1	0	-2	0.0	18	9
O=C(O)C1CCCCC1C(=O)NC1CCCCC1 (stereo unspecified)	4.0	-3	2	8	0	-1	0.0	2	10

The list goes on, starting with the last three of the part before.
SMILES	PP5 inh	core dimer inh	procasp7 counter	TPT1 inh	Fh CTSL1 inh	PP1 counter	Efflux pump inh	GASC-1 inh	procasp3 activ
COc1ccc(CNC(=S)N/N=C/c2ccc(O)c(OC)c2)cc1	2.0	5	1	-3	0	-6	0.0	-19	0
O=C(NC1CCCC1)c1noc2c1CCCCC2	-1.0	-4	5	1	0	-2	0.0	18	9
O=C(O)C1CCCCC1C(=O)NC1CCCCC1 (stereo unspecified)	4.0	-3	2	8	0	-1	0.0	2	10
O=C1C(=O)N(CCOCCO)C(c2ccccn2)/C1=C(\O)c1ccccc1 (stereo unspecified)	4.5	-5	-8	0	-8	-9	0.0	-4	1
Cc1ccc(S(=O)(=O)c2ccc(Cl)cc2)cc1S(=O)(=O)N1CCN(C)CC1	0.8	0	1	4	-2	-2	0.2	5	8
CCOC(=O)CCc1c(C)c2ccc(OCC(=O)N(CC)CC)c(C)c2oc1=O	0.2	1	-3	0	0	4	-0.1	-10	5
O=C(CCNC(=O)c1ccc(Br)cc1)NCc1ccccn1	-2.3	-2	-2	-1	1	0	-0.1	6	3
C/C(NC(=O)c1ccccc1F)=C1\C(=O)C[C@@H]2[C@H]1C2(C)C	-0.4	13	-8	0	3	1	-0.1	-6	-4
O=C(CN1C(=O)NC(c2ccc(F)cc2)C1=O)NC1CCCCC1 (stereo unspecified)	.	.	2	.	.	.	0.1	0	6
CCc1n[nH]c2c1/C(=N\O)CC(c1ccccc1)C2 (stereo unspecified)	0.7	-6	5	-4	-1	-2	0.1	4	5
C=CCn1c(SCC(=O)c2ccc(NS(=O)(=O)c3ccccc3)cc2)nnc1-c1cccs1	0.4	4	-4	0	1	3	-0.4	-21	1
COc1ccccc1C1(O)C(=O)Nc2ccccc21 (stereo unspecified)	0.4	1	2	-2	-1	2	0.0	8	-1
Cc1ccc(C(=O)NNC(=O)c2cccnc2SCc2cccc([N+](=O)[O-])c2)cc1	1.9	-2	-13	1	0	3	-0.1	0	5
CCc1ccc(-c2nc(CSCC(=O)N3CCN(c4ccccn4)CC3)c(C)o2)cc1	3.4	0	1	0	-1	0	-0.2	6	-2
COc1cccc(-n2c(N)c(C#N)c3ccc([N+](=O)[O-])cc3c2=O)c1	0.4	4	-11	7	4	-1	0.0	-6	2
CCOC(=O)c1c(CC(C)C)csc1/N=C/C1C(=O)CCCC1=O	3.1	-1	8	126*	0	4	0.0	13	9
COc1cccc2cc(CC(=O)c3ccc(C)cc3C)c(=O)oc12	2.0	6	4	1	-3	7	0.1	-13	3
Cc1occc1C(=O)N1CCCc2ccccc21	0.6	-2	2	0	-2	-1	0.0	-5	-2
COc1ccc(NC(=O)CCC(=O)N/N=C/c2ccncc2)cc1	-2.7	2	-4	-1	3	-2	-0.1	-20	5
C/C(=C\C(=O)Nc1cc(C)on1)c1ccccc1	3.3	-5	3	-1	-5	-1	-0.2	7	-11
O=C(Cc1ccccc1)NCC(=O)Nc1cccc(Br)c1	-0.4	4	16	5	-4	-3	0.0	-1	11
CCc1nc(SCC(=O)O)c(C#N)cc1C	-2.1	-6	7	-2	0	-4	-0.1	12	3
O=C(Nc1ccccc1OC(F)F)c1ccccc1	2.6	4	4	0	-2	-1	0.3	-8	2
O=C(NCCNC(=O)c1ccco1)c1ccc(Cl)c(Cl)c1	1.3	-9	-4	1	0	-2	-0.1	6	0
CCC1CCCCN1CCCNC(=O)c1cc2c(Cl)nc3ccccc3c2s1 (stereo unspecified)	-0.2	1	-3	4	8	-4	0.1	6	-1
C=CCNc1nc(N)c(C(=O)c2ccc3c(c2)OCO3)s1	0.9	2	-6	7	0	-1	-0.1	.	-3
CC(C)(C)C(=O)COC(=O)c1cc(-c2ccncc2)nc2ccccc12	3.6	4	3	-1	-2	3	-0.2	i	13
Cc1ccc(-c2cccc(CN3CCN(C4CCN(C(C)C)CC4)C(CCO)C3)c2)o1 (stereo unspecified)	-1.0	-6	-2	-1	6	-5	-0.2	5	7
SMILES	PP5 inh	core dimer inh	procasp7 counter	TPT1 inh	Fh CTSL1 inh	PP1 counter	Efflux pump inh	GASC-1 inh	procasp3 activ
COc1cccc(CNC(=O)Cn2cc([N+](=O)[O-])cn2)c1	-1.6	2	7	0	-1	-6	-0.2	6	-1
Cc1ccc(Cl)cc1N1CCN(S(=O)(=O)c2c(C)noc2C)CC1	1.1	1	2	-3	1	-4	0.2	7	0
O=C1N/C(=N/O)S/C1=C/c1cccc([N+](=O)[O-])c1	-0.4	4	-2	2	-1	-1	-0.3	-1	0
COc1ccc(C2C(C(=O)N3CCN(c4ccccn4)CC3)CC(=O)N2c2ccc(OC)cc2)cc1 (stereo unspecified)	1.5	4	14	-2	-16	-4	0.0	-42	-1
CCCCCCCn1c(=N)n(CC(=O)c2ccco2)c2ccccc21	1.2	-6	-2	4	3	3	0.2	-11	-4
CCc1noc(C)c1C(=O)OCC(=O)Nc1c(F)cccc1F	-0.9	0	9	1	-8	-8	0.0	5	3
CCN(CC)c1ccc(CNc2ccc(Br)cn2)cc1	2.9	-4	11	1	0	-1	0.0	3	5
COc1cc(C(=O)Cc2nc3ccccc3n2C)cc(OC)c1OC	-11	4	3	0	11	-1	-0.1	5	-3
COc1ccc(F)cc1S(=O)(=O)N1CCN(Cc2ccc3c(c2)OCO3)CC1	2.3	-2	8	-4	1	-3	-0.1	-1	-2
CC1(C)CC(=O)C2=C(C1)N(c1ccc(F)cc1)C(=O)C2(NC(=O)c1ccccc1)C(F)(F)F (stereo unspecified)	0.4	-1	4	2	-4	-2	0.1	2	-2
CC1CCCCN1C(=O)COc1ccc2ccc(=O)oc2c1 (stereo unspecified)	-1.2	-2	-6	0	-4	0	0.1	22	7
Nc1ccc(Cc2nc3cc4ccccc4cc3[nH]2)cc1	0.8	-2	0	-4	-2	-1	-0.1	-1	4
CC(C)Cn1c(-c2ccccc2)nc(=S)c2c1CCCC2	1.8	40	-1	-2	-1	0	0.1	-6	0
COC(=O)c1ccc(C(=S)N2CCCCC2)cc1	-1.5	-1	3	-2	-1	-4	0.1	9	5
O=c1c([N+](=O)[O-])c(NCCN2CCCCCC2)c2ccccc2n1-c1ccccc1	3.6	7	6	-3	2	2	0.3	0	-4

Compounds as they come, and some 2.9% of all compounds hit somewhere here.
